PriA SSB inh – inhibitors of Klebsiella pneumoniae PriA binding to SSB C-terminal tail; inhibition, % at 33 µM; AlphaScreen SSBct-PriA binding, biotinylated peptide; 0.6% of 430,000 active; in the data active means inhibition mostly above about 37%, no sharp cut-off; inactive means mostly below about 20%;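 further: plate controls were negative control peptide for no effect and reference peptide for full effect; strong numbers were not always called active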
* hit, by the source's call; & = joins results of further samples. The list is partial, so the mix of outcomes need not match the whole.

Start of the data: the first 17 compounds, to show the layout:
Screening CS(=O)(=O)N1CCc2nc(NC(=O)c3nc4ccccc4s3)sc2C1 returned PriA SSB inh -17.
`Cc1cc(SCC(=O)NN=Cc2cccnc2)nc2c(C)cccc12` gave PriA SSB inh 4.
For Cc1nnc(-c2cn(CC(=O)NC3CCCCC3)c3ccccc23)o1 the results were PriA SSB inh -7.
For COc1ccc(S(=O)(=O)Nc2nc(CC(=O)Nc3ccc(Br)c(C)c3)cs2)cc1 the results were PriA SSB inh -7.
`COC1=CC(=Cc2c(O)c(C#N)c3ccccn23)C=CC1=O` gave PriA SSB inh -9.
For COC(=O)c1c(NC(=O)CSc2nnc(-c3cccs3)o2)sc2c1CCCC2 the results were PriA SSB inh -14.
`O=C(Cc1ccc(-c2ccccc2)cc1)NCC1CCN(Cc2ccco2)CC1` gave PriA SSB inh -5&5.
For CCOc1ccc(-c2nc(NC(=O)C3CCCN3S(C)(=O)=O)sc2C)cc1 (stereo not given) the results were PriA SSB inh -12.
Screening CCCC(=NNC(=O)c1csc(C)c1C)c1cccs1 returned PriA SSB inh -5.
`CCOc1ccc(-c2noc(Cn3c(=O)n(C(C)CC)c(=O)c4ccccc43)n2)cc1` (stereo not given) gave PriA SSB inh -2.
CCCOc1ccc(C=NNC(=O)C2CCCN2S(=O)(=O)c2ccc(Cl)cc2)cc1 (stereo not given) was read as PriA SSB inh 5.
For O=C(NCc1ccco1)[C@@H]1CSc2nccc(=O)n2C1 the results were PriA SSB inh -3.
CCn1cccc(-c2nnc(SCC(=O)Nc3ccc(C(F)(F)F)cc3)n2C)c1=O was read as PriA SSB inh -1.
Screening O=S(=O)(NC1CC1)c1ccc2ccccc2c1 returned PriA SSB inh -12.
For O=S(=O)(c1cccc2cccnc12)N1CCCC(Cc2nc(-c3ccsc3)no2)C1 (stereo not given) the results were PriA SSB inh 8.
Screening CC(=O)c1ccc(NS(=O)(=O)c2ccc(Oc3ccccc3C)cc2)cc1 returned PriA SSB inh -4&-3.
Screening CC(CCc1ccc2c(c1)OCO2)=NNC(=O)c1ccccc1Cl returned PriA SSB inh 7.

The listing, previewed entries included:
Screening CS(=O)(=O)N1CCc2nc(NC(=O)c3nc4ccccc4s3)sc2C1 returned PriA SSB inh -17.
`Cc1cc(SCC(=O)NN=Cc2cccnc2)nc2c(C)cccc12` gave PriA SSB inh 4.
For Cc1nnc(-c2cn(CC(=O)NC3CCCCC3)c3ccccc23)o1 the results were PriA SSB inh -7.
For COc1ccc(S(=O)(=O)Nc2nc(CC(=O)Nc3ccc(Br)c(C)c3)cs2)cc1 the results were PriA SSB inh -7.
`COC1=CC(=Cc2c(O)c(C#N)c3ccccn23)C=CC1=O` gave PriA SSB inh -9.
For COC(=O)c1c(NC(=O)CSc2nnc(-c3cccs3)o2)sc2c1CCCC2 the results were PriA SSB inh -14.
`O=C(Cc1ccc(-c2ccccc2)cc1)NCC1CCN(Cc2ccco2)CC1` gave PriA SSB inh -5&5.
For CCOc1ccc(-c2nc(NC(=O)C3CCCN3S(C)(=O)=O)sc2C)cc1 (stereo not given) the results were PriA SSB inh -12.
Screening CCCC(=NNC(=O)c1csc(C)c1C)c1cccs1 returned PriA SSB inh -5.
`CCOc1ccc(-c2noc(Cn3c(=O)n(C(C)CC)c(=O)c4ccccc43)n2)cc1` (stereo not given) gave PriA SSB inh -2.
CCCOc1ccc(C=NNC(=O)C2CCCN2S(=O)(=O)c2ccc(Cl)cc2)cc1 (stereo not given) was read as PriA SSB inh 5.
For O=C(NCc1ccco1)[C@@H]1CSc2nccc(=O)n2C1 the results were PriA SSB inh -3.
CCn1cccc(-c2nnc(SCC(=O)Nc3ccc(C(F)(F)F)cc3)n2C)c1=O was read as PriA SSB inh -1.
Screening O=S(=O)(NC1CC1)c1ccc2ccccc2c1 returned PriA SSB inh -12.
For O=S(=O)(c1cccc2cccnc12)N1CCCC(Cc2nc(-c3ccsc3)no2)C1 (stereo not given) the results were PriA SSB inh 8.
Screening CC(=O)c1ccc(NS(=O)(=O)c2ccc(Oc3ccccc3C)cc2)cc1 returned PriA SSB inh -4&-3.
Screening CC(CCc1ccc2c(c1)OCO2)=NNC(=O)c1ccccc1Cl returned PriA SSB inh 7.
`O=C(Nc1ccc(SCC(=O)N2CCN(c3ccccc3)CC2)nn1)c1ccccc1` gave PriA SSB inh -6.
COc1ccc(-c2nn(-c3ccccc3)cc2C(=O)NN=Cc2ccc([N+](=O)[O-])o2)cc1 was read as PriA SSB inh -11.
For Cc1ccc(C)c2[nH]c(=O)c(CCNC(=O)c3cc([N+](=O)[O-])ccc3Cl)cc12 the results were PriA SSB inh 5.
Screening COc1ccccc1CNC(=O)Cn1cnc2c([nH]c3ccc(Br)cc32)c1=O returned PriA SSB inh -12.
Screening O=C(C[C@@H]1C/C=C/CC[C@H](Cc2ccc(F)cc2)C(=O)OC[C@@H]2CCCN2C1=O)N[C@H](CO)Cc1ccccc1 returned PriA SSB inh -4.
For COc1ccc(-n2c(SCc3ccc(C)cc3)nc3cc(C(=O)NCc4ccco4)ccc3c2=O)cc1OC the results were PriA SSB inh 4.
For Cc1cc(N(CCCl)CCCl)ccc1C=NN=C(N)c1cnccn1 the results were PriA SSB inh 19.
`O=c1cc(-c2ccccc2)nc(SCc2nc(-c3cccs3)no2)[nH]1` gave PriA SSB inh -8.
`O=C(C1CCN(c2ccc(-c3cccs3)nn2)CC1)N1CCc2ccccc21` gave PriA SSB inh -11.
Screening Cc1ccccc1NC(=O)NCc1ccc(C(=O)c2ccccc2)s1 returned PriA SSB inh -4.
Screening Cc1nn(C)c(C)c1S(=O)(=O)N1CCC2(CC1)OCCS2 returned PriA SSB inh -2.
`Nc1nonc1-n1nnc(C(=O)NN=Cc2cccc(Cl)c2)c1CN1CCCCCC1` gave PriA SSB inh -2.
For CC(C)C(NC(=O)C12CC3CC(CC(C3)C1)C2)C(=O)NN=CC1=C(N2CCOCC2)/C(=C\c2ccc([N+](=O)[O-])cc2)CC1 (stereo not given) the results were PriA SSB inh -4.
CCn1nnc2c(NCc3c(F)cccc3F)ncnc21 was read as PriA SSB inh -3&6.
`Cc1ccc(NC(=O)COc2ccc(C(N)=NO)cc2)cc1C` gave PriA SSB inh -12.
Screening CCOC(=O)CSc1nnc(CNC(=O)C23CC4CC(CC(C4)C2)C3)n1Cc1ccccc1 returned PriA SSB inh -4.
For CCS(=O)(=O)NCc1nccc(N(C)C)n1 the results were PriA SSB inh -1.
Screening Cc1ccc2c(CC(=O)NCc3c(F)cccc3F)cc(=O)oc2c1 returned PriA SSB inh 0.
For CCC(=O)Nc1ccc(SCC(=O)NCC2CCCO2)nn1 (stereo not given) the results were PriA SSB inh 0.
COc1cccc(-c2nc(COC(=O)c3nnn(-c4ccc(F)cc4)c3C)c(C)o2)c1OC was read as PriA SSB inh 3.
For Cc1nnc(C2CCN(S(=O)(=O)c3c(C)noc3C)CC2)s1 the results were PriA SSB inh -8.
Screening O=C(NCc1ccco1)c1ccc(CNS(=O)(=O)c2cccc(Cl)c2)cc1 returned PriA SSB inh -15.
For Cc1ccc(S(=O)(=O)NC2CCC(Oc3ncccn3)CC2)s1 (stereo not given) the results were PriA SSB inh -7.
Screening CCOC(=O)CC(=O)CSc1nc(-c2ccc(OC)cc2)ns1 returned PriA SSB inh -10.
For Cc1ccc(-n2ncc3c(=O)[nH]c(SCC(=O)Nc4nc5ccccc5s4)nc32)cc1C the results were PriA SSB inh -9.
Screening Cc1c(Cl)cccc1S(=O)(=O)NCCn1ccc(-c2ccsc2)n1 returned PriA SSB inh -2.
`Cc1cc(C(=O)NN=Cc2cc(N=Nc3ccccc3)ccc2O)n[nH]1` gave PriA SSB inh 6.
`Cc1nc2ccccn2c1C(=O)N(Cc1ccoc1)Cc1cccs1` gave PriA SSB inh -2.
`O=C(NN=Cc1ccc[nH]1)c1ccc2c(c1)OCO2` gave PriA SSB inh -1.
For O=C(O)c1ccc(C=NNC(=O)c2cc3c(ccc4ccccc43)o2)cc1 the results were PriA SSB inh -6.
Screening CCc1ccccc1NC(=O)C1CCN(c2cnc3ccccc3n2)CC1 returned PriA SSB inh -2.
`O=C(c1csc(-c2ccccc2)n1)N1CCC(Oc2nc3ccc(F)cc3s2)CC1` gave PriA SSB inh -8.
`Cc1cc2nnc(Sc3ncnc4scc(-c5ccc(Cl)cc5)c34)n2c2ccccc12` gave PriA SSB inh -10&-5.
O=C(NCC1CCN(S(=O)(=O)c2cccnc2)CC1)c1c(F)cccc1Cl was read as PriA SSB inh -10.
CCOc1ccc(N2C[C@@H](CNC(=O)Nc3ccc(Cl)cc3)CC2=O)cc1 was read as PriA SSB inh -7.
`Cc1ccc(Nc2nc(N=CNO)n[nH]2)cc1C` gave PriA SSB inh 9.
`COc1ccc(/C=C2\Oc3c4c(cc(C)c3C2=O)OCN(Cc2ccncc2)C4)cc1` gave PriA SSB inh 3.
For O=C(CCn1cnc2c([nH]c3ccc(F)cc32)c1=O)NCc1ccc(Br)cc1 the results were PriA SSB inh -9.
O=C(COc1ccccc1F)Nc1ccc(-c2csc(Nc3cccnc3)n2)cc1 was read as PriA SSB inh 4.
Screening CC(C)CS(=O)(=O)Nc1ccc2c(c1)CCC(=O)N2Cc1ccccc1 returned PriA SSB inh -8.
`O=C(Nc1nnc(-c2ccco2)o1)C1CC(=O)N(c2ccccc2)C1` (stereo not given) gave PriA SSB inh 65*.
For Cc1cc(-c2nnc(NC(=O)C3COc4ccccc4O3)o2)nn1C (stereo not given) the results were PriA SSB inh -3.
For Cc1cc([N+](=O)[O-])ccc1NC=C1C(=O)OC(C)(C)OC1=O the results were PriA SSB inh 11.
O=C(COc1cccc(Cl)c1)NCCOc1ccc2nnc(-c3ccc(F)cc3)n2n1 was read as PriA SSB inh -6.
For COc1ccc(-c2nn(CCC#N)cc2C=NO)cc1 the results were PriA SSB inh -3.
Cc1ccc(-n2ncc3c(=O)[nH]c(SCC(=O)NCc4ccc5c(c4)OCO5)nc32)cc1 was read as PriA SSB inh -1.
`O=C(c1ccco1)N1CCN(c2ccc(-c3ccco3)nn2)CC1` gave PriA SSB inh -8.
O=C(Cc1csc(SCc2ccc(Cl)cc2)n1)Nc1nccs1 was read as PriA SSB inh -10.
For O=C(Nc1ccc2c(c1)N(C(=O)c1ccco1)CC2)c1cccc(F)c1 the results were PriA SSB inh 6.
`CCn1c(CC2CCCN(C(=O)C3CC(=O)N(c4ccccc4)C3)C2)n[nH]c1=O` (stereo not given) gave PriA SSB inh 10.
Screening Cc1cc2ncc(NS(=O)(=O)c3cn(C)cn3)cn2n1 returned PriA SSB inh -14.
`O=C(Nc1cccnc1)c1c[nH]c2ccccc2c1=O` gave PriA SSB inh -4.
`COC(=O)Nc1ccc(S(=O)(=O)NC[C@]2(O)CCc3ccccc32)cc1` gave PriA SSB inh 1.
Screening O=[N+]([O-])c1ccccc1S(=O)(=O)NCC(c1cccc2ccccc12)N1CCOCC1 (stereo not given) returned PriA SSB inh 37*.
For O=C(NCCCSc1ccccn1)Nc1ncccn1 the results were PriA SSB inh 6.
O=C(Cc1cccs1)NCCn1ncc2c(=O)n(Cc3ccccc3F)cnc21 was read as PriA SSB inh -5.
Screening CCOc1ccc(NC(=O)C(=O)NCc2ccco2)cc1 returned PriA SSB inh -8&-5.
CC(=O)Nc1c(C(=O)Nc2ccc(C)c(C)c2)nnn1-c1ccc(C)cc1 was read as PriA SSB inh -4.
`CCOc1cccc2sc(N3CCN(C(=O)Cc4ccc(F)cc4)CC3)nc12` gave PriA SSB inh 7.
O=C(NCC#CCN1CCCCCC1)c1ccco1 was read as PriA SSB inh -8.
For Cc1cccc(NC(=O)Cn2ncn3nc4c(c3c2=O)CCCC4)c1 the results were PriA SSB inh 1.
For COc1ccccc1C(=O)N1CCCC(c2nnc(-c3cccs3)o2)C1 (stereo not given) the results were PriA SSB inh -27.
Screening COc1ccc(-c2cc3c(SCC(=O)Nc4ccc(Br)cc4F)nccn3n2)cc1 returned PriA SSB inh 1.
`CCCCOc1ccc(C(=O)NCCc2nc(C)cc(C(F)(F)F)n2)cc1` gave PriA SSB inh -15.
`Cc1ccc(S(=O)(=O)N2CCC(c3nc(-c4ccc(C(F)(F)F)cc4)no3)CC2)cc1C` gave PriA SSB inh -6.
`COC(=O)Oc1ccc(C=NNS(=O)(=O)c2ccccc2)cc1OC` gave PriA SSB inh -1.
`O=C(COc1ccc(F)cc1)Nc1cnc2ccnn2c1` gave PriA SSB inh -9.
O=C(NCCn1ncc2c(N3CCN(c4ccccc4)CC3)ncnc21)C1COc2ccccc2O1 (stereo not given) was read as PriA SSB inh 9.
Screening O=C(Cn1ccc2ccccc21)N1CC(Oc2nccs2)C1 returned PriA SSB inh 7.
NC(=NOC(=O)CCC1CCCCC1)c1cccc([N+](=O)[O-])c1 was read as PriA SSB inh 6.
O=C(COc1ccc(Cl)cc1)NCCn1ncccc1=O was read as PriA SSB inh -14.
Screening CC(C)Nc1nc(-c2ccccn2)nnc1-c1ccccc1 returned PriA SSB inh 154*.
`Brc1ccc2nc(NCc3cccnc3)sc2c1` gave PriA SSB inh -24.
Screening O=C(c1ccc(-n2cccc2)cc1)N1CCS[C@H](c2ccccc2)CC1 returned PriA SSB inh 35*.
Screening Cc1cc(C(=O)NCCCOc2cccc3cccnc23)no1 returned PriA SSB inh -7.
Cc1ccc(-c2ccc(N3CCN(S(=O)(=O)/C=C\c4ccccc4)CC3)nn2)c(C)c1 was read as PriA SSB inh -2.
For COC1(CNC(=O)C(=O)NCc2cccs2)Cc2ccccc2C1 the results were PriA SSB inh -5.
Screening Cc1ccc(N2C(=O)CC(N3C(=O)/C(=C/c4cccc([N+](=O)[O-])c4)SC3=S)C2=O)cc1 (stereo not given) returned PriA SSB inh -9.
`Cc1ccc(-n2cnnc2CN)cc1` gave PriA SSB inh -9.
For O=C(Cn1nc2c(Oc3ccccc3)nccn2c1=O)Nc1ccc(Br)cc1F the results were PriA SSB inh 24.
`COc1cccc(C(=O)N2CCN(c3nc4ccc(S(C)(=O)=O)cc4s3)CC2)c1` gave PriA SSB inh -4.
Cn1c(=NC(=S)NC(=O)c2ccc(S(=O)(=O)N3CCCC3)cc2)sc2c3ccccc3ccc21 was read as PriA SSB inh -17.
`COc1ccc(C(=O)NCCc2nnc3ccc(SCc4cccc(C(F)(F)F)c4)nn23)cc1` gave PriA SSB inh -17.
Screening O=C(Nc1ccc(N2CCCC2=O)cc1)c1cccs1 returned PriA SSB inh -11.
For Cc1cccc(-c2nc3scc(CCNC(=O)c4ccccc4F)n3n2)c1 the results were PriA SSB inh -20.
